NTR1 ag: agonists of NTR1, primary screen, imaging, U2OS cells, beta-arrestin-GFP, high content (AID 493036) | Neurotensin receptor type 1 (Homo sapiens), P30989 | NTR1-U2OS beta-arrestin-GFP spot imaging, agonist mode | activation, % at 20 µM | 330,000 compounds, 0.17% hits;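 active means activation at or above 40% of the spot to cytoplasm intensity ratio, with at least 20 cells analyzed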;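 further: 0% = DMSO without peptide and 100% = 100 nM NTR1 peptide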
Target sequence (P30989 whole entry, looked up): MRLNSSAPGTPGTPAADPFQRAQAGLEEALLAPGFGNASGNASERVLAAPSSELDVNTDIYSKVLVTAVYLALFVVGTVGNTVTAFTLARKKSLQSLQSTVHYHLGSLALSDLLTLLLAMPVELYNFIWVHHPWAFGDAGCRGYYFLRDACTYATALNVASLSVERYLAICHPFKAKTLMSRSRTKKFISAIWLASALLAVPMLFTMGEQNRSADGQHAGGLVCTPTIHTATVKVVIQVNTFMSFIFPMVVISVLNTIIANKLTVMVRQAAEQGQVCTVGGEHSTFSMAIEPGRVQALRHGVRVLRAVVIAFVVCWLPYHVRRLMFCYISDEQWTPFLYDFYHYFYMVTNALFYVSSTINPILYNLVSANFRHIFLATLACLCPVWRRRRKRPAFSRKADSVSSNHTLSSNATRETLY
Myeloid diff MLP: induction of myeloid progenitor differentiation, primary screen, cell-based, flow cytometry, MLPCN library; AID 624256, 2012; calls only at 10 µM; ER-HoxA9 myeloid progenitors, lysozyme-GFP differentiation; 360,000 compounds, 1% hits;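 active means normalized GFP-positive differentiation at or above the plate's own cutoff, the solvent-only control mean plus 3 SD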;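 further: cells exposed to compound for four days before flow analysis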
KOR beta-arrestin-1: KOR antagonists, beta-arrestin recruitment, cell-based, luminescence, uHTS (AID 1778). Kappa-type opioid receptor (Homo sapiens). KOR beta-arrestin recruitment, luminescence, antagonist mode; higher % means a stronger effect. inhibition, % at 10 µM, or IC50 in µM where a hit was titrated. 290,000 compounds, 0.091% hits; further: strong numbers were not always called active
KOR beta-arrestin-2: KOR agonists, beta-arrestin recruitment, primary screen, cell-based, luminescence, uHTS (AID 1777) | KOR beta-arrestin recruitment, luminescence; higher % means a stronger effect | activation, % at 10 µM, or EC50 in µM where a hit was titrated | 280,000 compounds, 0.02% hits; in the data active means activation above about 50%, passing the limit was not always enough; further: a part of the inactive calls stands beside numbers as strong as those of hits
T cell modulator: modulators of CD8 T cell-vesicle binding, primary screen, mouse 2C CD8+ T cells, flow cytometry; 2C CD8+ T cell-vesicle binding; hits give low values; calls only at 7 µM; 330,000 compounds, 0.068% hits; AID 2052, 2009;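 active means response, share of CD8 T cells binding vesicles, and their 90th percentile fluorescence all below set limits, cut at about 80% in these data, passing the limit was not always enough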
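Material: murine 2C transgenic CD8+ T lymphocytes / Also added: QL9-peptide-loaded Drosophila micro-vesicles bearing Ld, ICAM-1 and B7-1 / Schedule: binding step 1.5 h, 37 °C, antibody labelling 20 min, ice / Signal: flow cytometry, PE anti-B7-1 (FL2) versus Alexa647 anti-CD8 (FL8), PFA-fixed / Evaluation: percent CD8+ FL2 mean versus row control / Benchmarks: naked versus QL9-loaded vesicles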
GPR55 beta-arrestin: GPR55 agonists via beta-arrestin recruitment, primary screen, imaging, U2OS cells, beta-arrestin-GFP redistribution (AID 1961). U2OS GPR55 beta-arrestin-GFP redistribution imaging; higher % means a stronger effect. 290,000 compounds, 0.048% hits. activation, % at 10 µM; hits with a dose series show EC50 in µM;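 active means activation above 40% with more than 50 cells counted in the well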;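 further: U2OS osteosarcoma cells stably expressing GPR55 and beta-arrestin-GFP; plate controls were DMSO negative control for no effect and LPI positive control for full effect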
NOD1 inhibition: NOD1 signaling inhibitors, primary screen, cell-based, luminescence, uHTS (AID 1578). 290,000 compounds, 1% hits. one-dose inhibition, % at 4 µM; EC50 in µM for titrated hits. NOD1-driven NF-kB luciferase reporter cells, luminescence; higher % means a stronger effect; in the data active means inhibition mostly above about 36%, no sharp cut-off; inactive means mostly below about 34%;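 further: HEK-293T reporter cells stimulated with the NOD1 agonist gamma-tri-DAP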
GPR55 antagonists: GPR55 antagonists blocking LPI-driven arrestin recruitment, primary screen, imaging, U2OS, beta-arrestin-GFP, LPI agonist (AID 2013). G-protein coupled receptor 55 (Homo sapiens). U2OS GPR55 beta-arrestin-GFP translocation imaging, LPI antagonism; higher % means a stronger effect. one-dose inhibition, % at 10 µM; IC50 in µM for titrated hits. 290,000 compounds, 0.13% hits;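 active means spots per cell inhibited over 60%, with over 100 cells counted and total cytoplasm intensity under 500,000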;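 further: U2OS cells stably carrying GPR55 and arrestin-GFP stimulated by 5 µM LPI near EC80; imaged beta-arrestin-GFP aggregate spots per cell after agonist stimulation; plate controls were LPI-stimulated DMSO wells for no effect and DMSO wells without LPI for full effect; some results filed as inactive read as strong as hits; confirmed hits need IC50 under 10 µM and bright autofluorescent wells are also inconclusive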
NOD2 inhibition: NOD2 signaling inhibitors, cell-based, luminescence, uHTS, HEK293 (AID 1566); HEK293 NOD2/NF-kB luciferase reporter, luminescence; higher % means a stronger effect; inhibition, % at 4 µM, or EC50 in µM where a hit was titrated; 290,000 compounds, 0.63% hits; further: many of its hits are not listed in these tables
T cell modulator vesicle-bound %: recorded beside T cell modulator, whose call it bears; double positive events, %; measured here: CD8+ vesicle-bound cell fraction;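 binding gate set so that unloaded-vesicle control wells show 10% double positive cells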
NTR1 ag cell count 20 µM: recorded beside NTR1 ag, whose call it bears; cell count; measured here: cell count, cytotoxicity flag
Myeloid diff MLP GFP+ MAC1+ %: also measured in Myeloid diff MLP; calls as there; GFP+ MAC1+ double positive, %; measured here: differentiation confirmed by MAC1 staining
* marks the source's active call; other numbers are inactive results; i = inactive; . = not tested or not shown; + = active, no number; [ ] = another dose, or the depositor's remark. Unless noted, no stated cut-off is given here; in the data, active means inhibition above about 50%; inactive means the rest. These rows are one share of the data; count on the stated rates, not on these rows.

Under each structure – NTR1 ag, NTR1 ag cell count 20 µM, Myeloid diff MLP, Myeloid diff MLP GFP+ MAC1+ %, KOR beta-arrestin-1, KOR beta-arrestin-2, T cell modulator, T cell modulator vesicle-bound %, GPR55 beta-arrestin, NOD1 inhibition, GPR55 antagonists, NOD2 inhibition
Cc1cc(C(=O)O)ccc1N=Cc1c(O)ccc2ccccc12
→ 1.1, 75, i, 0.7, -31%[20 µM], 0.1%, i, 57, -0.1%, -18%, 14%, 18%
CCOc1cc(CNC)ccc1OCC(=O)NC(C)(C)C
→ -0.1, 69, i, 0.6, -53%[20 µM], -2.9%, i, 57, 0.2%, -10%, -6%, 20%
COc1ccc(-c2[nH]ncc2CN2CCCO2)cc1F
→ 1.2, 61, i, 0.4, -30%, 0.7%, i, 42, -0.2%, -39%, 5%, 3%
Cc1ccc(S(=O)(=O)NNC(=O)Nc2cccc(C)c2C)c(C)c1
→ -0.2, 60, i, 0.5, -5%, -0.7%, i, 68, 0.3%, -37%, 14%, 2%
Cn1nnc(NC(=O)COc2ccc(C3CCCCC3)cc2)n1
→ 3.9, 66, i, 1.1, 19%, -1.3%, i, 44, -0.1%, -25%, -11%, 1%
Oc1ccc(N2CCN(Cc3c(-c4ccccc4)nc4ccccn34)CC2)cc1
→ -0.3, 50, i, 2.5, 13%, -1.9%, i, 43, -0.2%, -32%, 4%, -4%
CCOc1ccc(CCNC(=O)c2ccc(C)c(NC3=NC4CS(=O)(=O)CC4S3)c2)cc1 (stereo unspecified)
→ 1.3, 62, i, 3.1, -28%, -5.8%, i, 14, 0.6%, -18%, 16%, -4%
O=C(Nc1ccc(N2CCN(C(=O)c3ccco3)CC2)c(Cl)c1)c1cccnc1
→ 1.1, 59, i, 0.4, 13%, -3.0%, i, 25, -0.2%, -7%, -10%, 27%
OC(c1ccccc1)c1nc2ccccc2s1 (stereo unspecified)
→ 1.2, 61, i, 0.4, -4%, -2.8%, i, 2, -0.1%, -11%, -4%, -1%
CS(=O)(=O)Nc1ccccc1C(=O)NCc1ccco1
→ 0.4, 51, i, 1.5, -37%, -2.9%, i, 40, -0.2%, -6%, 1%, 10%
COC(=O)CCc1c(C)[nH]c(C(=O)OCc2ccccc2)c1C
→ 0.9, 44, ., ., -4%, 13%, i, 44, 0.7%, -2%, 0%, 18%
CCOC(=O)[C@@H]1[C@H]2COc3ccc(Br)cc3[C@@H]2N2C(=O)N(c3ccc(C(F)(F)F)cc3)C(=O)[C@]12C
→ 0.2, 95, i, 1.7, -7%[20 µM], -0.4%, i, 45, 0.0%, -4%, 21%, 10%
O=C(NC1CC1)C1=C[C@@H](c2c[nH]c3ccccc23)C[C@@H](OCCCCO)O1
→ -1.7, 97, i, 1.0, 40%, -2.1%, i, 29, -0.1%, 4%, 0%, 4%
Clc1ccc2c(c1)C(c1cccs1)=NNC(c1cccnc1)=N2
→ 14, 37, i, 0.8, -10%, -2.8%, i, 59, -0.1%, 9%, -8%, 4%
CC1CCCN(C(=S)Nc2ccc(Nc3ccccc3)cc2)C1 (stereo unspecified)
→ 3.5, 35, i, 0.7, 1%, 0.7%, i, 34, -0.1%, -54%, -2%, -23%
CCCCNC(=S)N1CCN(C(c2ccccc2)c2ccccc2)CC1
→ 0.6, 22, i, 0.8, -13%, 15%, i, 5, 1.3%, 1%, 17%, -11%
O=C(COn1nnc2ccc(C(F)(F)F)cc21)Nc1nnc(-c2ccccc2)o1
→ 0.1, 50, i, 1.1, -8%, -4.4%, i, 47, -0.2%, 67%*, 15%, 25%
CCCN=C1NC(=O)C(CC(=O)NCCc2ccc(OC)c(OC)c2)S1 (stereo unspecified)
→ -2.3, 86, i, 0.3, 5%, 0.1%, i, 39, 0.1%, -12%, -3%, -5%
O=C(Nc1ccc(S(=O)(=O)Nc2nccs2)cc1)C1CC(=O)N(c2ccccc2)C1 (stereo unspecified)
→ 0.2, 44, i, 0.1, 0%, -2.7%, i, 22, -0.1%, -18%, 7%, -6%
CCC(C)Nc1nc(N)c([N+](=O)[O-])c(N2CCCCCC2)n1 (stereo unspecified)
→ 1.7, 89, i, 1.1, 7%, -5.0%, i, 9, -0.1%, -5%, -7%, -7%

Sorted by number of heavy atoms (falling): part of the list above.
Under each structure – NTR1 ag, NTR1 ag cell count 20 µM, Myeloid diff MLP, Myeloid diff MLP GFP+ MAC1+ %, KOR beta-arrestin-1, KOR beta-arrestin-2, T cell modulator, T cell modulator vesicle-bound %, GPR55 beta-arrestin, NOD1 inhibition, GPR55 antagonists, NOD2 inhibition
O=C(Nc1ccc(N2CCN(C(=O)c3ccco3)CC2)c(Cl)c1)c1cccnc1
→ 1.1, 59, i, 0.4, 13%, -3.0%, i, 25, -0.2%, -7%, -10%, 27%
CC1CCCN(C(=S)Nc2ccc(Nc3ccccc3)cc2)C1 (stereo unspecified)
→ 3.5, 35, i, 0.7, 1%, 0.7%, i, 34, -0.1%, -54%, -2%, -23%
OC(c1ccccc1)c1nc2ccccc2s1 (stereo unspecified)
→ 1.2, 61, i, 0.4, -4%, -2.8%, i, 2, -0.1%, -11%, -4%, -1%

(list continues)
Under each structure – NTR1 ag, NTR1 ag cell count 20 µM, Myeloid diff MLP, Myeloid diff MLP GFP+ MAC1+ %, KOR beta-arrestin-1, KOR beta-arrestin-2, T cell modulator, T cell modulator vesicle-bound %, GPR55 beta-arrestin, NOD1 inhibition, GPR55 antagonists, NOD2 inhibition
NC(=S)Nn1c(-c2ccccc2)nc2ccccc2c1=O
→ 2.8, 61, i, 0.2, ., -0.5%, i, 47, 0.0%, -28%, 1%, 1%
O=C(NCCc1ccccc1)C(=S)N1CCCCC1
→ 0.0, 68, i, 0.7, -29%[20 µM], -9.4%, i, 61, -0.1%, -9%, 4%, 0%
COc1ccc(CCNC(=O)C(C)OC(=O)c2ccco2)cc1OC (stereo unspecified)
→ 2.1, 63, i, 0.6, -14%, -10%, i, 15, -0.1%, -19%, 8%, -29%
CC1CCN(S(=O)(=O)c2ccc([N+](=O)[O-])cc2)CC1
→ -1.5, 58, i, 1.1, -18%[20 µM], -0.4%, i, 49, -0.3%, -30%, 4%, 7%
CCCn1c(-c2ccccc2)cc(SC)c(C#N)c1=O
→ 2.4, 34, ., ., -49%, 46%, i, 54, 0.4%, -38%, 0%, -3%
CCOC(=O)c1[nH]c2ccc(OC)cc2c1NC(=O)OC
→ 1.2, 30, i, 0.8, -58%, 6.4%, i, 59, -0.1%, -8%, -9%, 2%
Cc1ccc(NC(=O)C2CCCN2c2nn3c(=O)cc(C)nc3s2)cc1 (stereo unspecified)
→ -4.1, 55, i, 2.5, 31%[20 µM], -3.6%, i, 31, 0.4%, 13%, -7%, 16%
COc1ccccc1Nc1nnc(SCC(=O)Nc2cc(C)on2)s1
→ -0.7, 37, i, 0.7, -29%, 8.1%, i, 10, -0.1%, -18%, -11%, -4%
CC(=O)N(C)c1ccc(NS(=O)(=O)Cc2ccccc2)cc1
→ -2.1, 91, i, 0.9, -26%, 4.0%, i, 37, -0.1%, -24%, 1%, 1%
Cc1ccc2nc(N/C(=N/S(=O)(=O)c3ccc(F)cc3)c3ccccc3)sc2c1
→ 1.1, 48, i, 1.7, -40%, -1.5%, i, 33, -0.6%, -7%, 6%, -6%
CCCN1C(=O)SC(CC(=O)Nc2cccc3ccccc23)C1=O (stereo unspecified)
→ 1.5, 47, i, 0.6, 39%, 0.7%, i, 61, -0.4%, -38%, -7%, 1%
CC(C)Cn1c2c(c(O)c(C(=O)Nc3ccc(F)cc3)c1=O)CCCC2
→ 4.9, 48, i, 1.0, -13%, -4.2%, i, 31, -0.2%, -15%, 5%, 17%
COc1cc2c(cc1OC)CN(C(=O)c1cccs1)CC2
→ -0.9, 45, i, 0.0, 11%, -1.3%, i, 58, 0.0%, -32%, 6%, 16%
Cc1ccc(C)[n+](CC(=O)N2CCCCC2)c1
→ 0.9, 98, i, 0.1, -18%, -1.4%, ., ., -0.1%, -31%, -4%, -3%
COc1cccc(-c2nc(CS(=O)CC(=O)NC3CC3)c(C)o2)c1 (stereo unspecified)
→ -1.2, 85, i, 4.2, -18%, -0.3%, i, 10, 0.3%, 0%, -2%, 16%
CC(=O)Cc1nsc(NC(=O)c2ccc(-c3ccc(Cl)c(C(F)(F)F)c3)o2)n1
→ -1.8, 48, ., ., -24%, 6.4%, i, 62, 0.1%, 11%, 1%, -25%
COc1ccc(-n2ncc3c2CC(C)(C)CC3NC(=O)CCN2CCCCC2=O)cc1 (stereo unspecified)
→ -1.4, 64, +, 3.6*, 2%, 7.4%, i, 51, -0.1%, 24%, -5%, 17%
CCCOc1ccc(C2CC(=O)Nc3cc(OC)c(OC)cc32)cc1 (stereo unspecified)
→ 5.1, 68, i, 0.3, -25%, 4.0%, i, 42, -0.2%, 43%, -7%, 10%
Cc1cccc(C(C(=O)NC2CCCC2)N(Cc2cccnc2)C(=O)c2csnn2)c1 (stereo unspecified)
→ 0.7, 55, i, 0.6, -9%, 0.0%, i, 22, 0.0%, -44%, 0%, 4%
Cc1ccc(NC(=O)CCC(=O)c2ccc(Br)cc2)cc1
→ ., ., i, 0.4, 4%, -5.7%, i, 63, 0.4%, 2%, 2%, 5%

Some values from the entries so far:
Value for CCCOc1ccc(C2CC(=O)Nc3cc(OC)c(OC)cc32)cc1 (stereo unspecified) under KOR beta-arrestin-1: -25%
Value for COc1cc2c(cc1OC)CN(C(=O)c1cccs1)CC2 under NTR1 ag cell count 20 µM: 45

Bioassay records deposited in PubChem BioAssay by several laboratories.
